# Screens: PubChem BioAssay, several laboratories
# CAL PDZ FP-1 = blocks peptide binding to human CAL PDZ domain; Q9HD26; purified CAL PDZ, TMR-peptide fluorescence polarization, 1 h; inhibition, % at 20 µM; hit rate 0.02% among 330,000; AID 504414;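 active = highest replicate inhibition of at least 40%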;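 note: plate controls were DMSO neutral control wells for no effect and unlabeled competitor peptide control wells for full effect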
#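 Assay system – tagged CAL PDZ protein CerCALP, purified · Timing – 1 h at RT · Compound – single point, 20 µM · Measured by – fluorescence polarization from S- and P-plane intensities, G-factor corrected · Evaluation – inhibition from polarization loss · Probe or stimulus – TMR reporter peptide T*-PRC34 · Buffer or medium – pH 7.4 phosphate-saline buffer, reducing agent, detergent, IgG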
# Arrestin-AP2 inh = human beta-arrestin and AP2 interaction inhibition | FITC-arrestin peptide / GST-AP2 beads, flow cytometry; AP2 beta2 appendage carries R879A mutation | inhibition, % at 10 µM | hit rate 0.31% among 340,000 | AID 504490;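 active = inhibition above a set limit, near 3 SD of compounds lacking own fluorescence, cut at about 54% in these data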;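 note: plate controls were DMSO wells for no effect and 5 µM unlabelled arrestin peptide for full effect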
#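 test system = AP2 appendage R879A on GSH beads | buffer or medium = PBS plus Tween 20 (0.05%) and BSA (0.1%) | incubation = 12 min plus 1 h, RT | detection = bead flow cytometry, FITC channel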
# C-LANA FP = KSHV C-LANA DNA binding inhibition. MBP-C-LANA/FAM-LBS DNA binding, fluorescence polarization. inhibition, % at 9 µM. hit rate 0.078% among 340,000. AID 504423;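 active = highest replicate inhibition at or above 60% at 9 µM, even if other replicates fall short; inactive = all replicates below 60% inhibition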;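 note: 0% = neutral control wells and 100% = 4 µM acridine orange control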
# CAL PDZ FP-2 = blocks peptide binding to the human CAL PDZ domain. inhibition, % at 24.9 µM. hit rate 0.92% among 300,000. AID 602252. purified CAL PDZ, TMR-peptide fluorescence polarization, 1 h;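 active = mean inhibition of at least 30% with at least half of replicates also reaching 30%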;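 note: 0% = DMSO neutral control and 100% = excess unlabeled competitor peptide PRC23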
# NSD2 HMT inh = inhibitors of human histone methyltransferase NSD2. O96028. NSD2 peptide methylation, AlphaScreen, 120 min. inhibition, % at 12.5 µM. hit rate 0.54% among 310,000. AID 743445; in the data active = inhibition above about 50%
# Target sequence (O96028 whole entry, looked up): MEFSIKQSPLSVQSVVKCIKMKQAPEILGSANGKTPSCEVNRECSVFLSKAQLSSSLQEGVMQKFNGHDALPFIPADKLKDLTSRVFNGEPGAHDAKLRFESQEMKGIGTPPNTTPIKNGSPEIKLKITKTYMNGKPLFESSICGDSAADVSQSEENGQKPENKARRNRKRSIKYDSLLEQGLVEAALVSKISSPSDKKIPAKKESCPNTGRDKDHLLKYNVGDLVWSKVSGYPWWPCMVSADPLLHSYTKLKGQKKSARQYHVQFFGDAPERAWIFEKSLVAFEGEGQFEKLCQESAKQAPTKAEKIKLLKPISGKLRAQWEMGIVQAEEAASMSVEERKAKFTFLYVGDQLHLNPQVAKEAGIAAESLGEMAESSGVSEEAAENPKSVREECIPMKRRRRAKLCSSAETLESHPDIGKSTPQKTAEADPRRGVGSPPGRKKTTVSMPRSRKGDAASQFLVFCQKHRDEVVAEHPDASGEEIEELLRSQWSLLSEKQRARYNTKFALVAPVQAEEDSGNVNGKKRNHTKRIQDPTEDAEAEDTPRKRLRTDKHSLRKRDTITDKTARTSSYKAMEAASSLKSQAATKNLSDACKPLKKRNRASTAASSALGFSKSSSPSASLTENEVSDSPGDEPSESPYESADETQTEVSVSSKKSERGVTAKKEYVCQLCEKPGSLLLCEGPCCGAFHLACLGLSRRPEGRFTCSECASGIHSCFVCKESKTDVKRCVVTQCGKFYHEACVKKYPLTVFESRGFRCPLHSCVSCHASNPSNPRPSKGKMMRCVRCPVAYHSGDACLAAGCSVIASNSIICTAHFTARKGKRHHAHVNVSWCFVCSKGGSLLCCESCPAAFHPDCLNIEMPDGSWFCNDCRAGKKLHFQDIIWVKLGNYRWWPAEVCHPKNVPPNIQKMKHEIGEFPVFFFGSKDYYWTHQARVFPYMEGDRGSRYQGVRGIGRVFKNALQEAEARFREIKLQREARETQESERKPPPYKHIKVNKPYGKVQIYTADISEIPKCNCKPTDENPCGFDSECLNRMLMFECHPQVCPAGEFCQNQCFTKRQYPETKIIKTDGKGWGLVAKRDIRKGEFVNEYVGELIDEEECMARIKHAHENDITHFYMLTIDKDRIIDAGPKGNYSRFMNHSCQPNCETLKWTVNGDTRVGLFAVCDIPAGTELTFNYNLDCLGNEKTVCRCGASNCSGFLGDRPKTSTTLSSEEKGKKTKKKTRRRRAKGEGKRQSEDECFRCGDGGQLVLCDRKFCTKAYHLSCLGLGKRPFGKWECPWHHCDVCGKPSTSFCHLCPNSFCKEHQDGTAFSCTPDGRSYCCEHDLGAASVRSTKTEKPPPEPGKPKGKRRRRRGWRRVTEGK
# Keap1 Nrf2 FP = disrupts human Keap1 binding to Nrf2 peptide | hit rate 0.15% among 340,000 | Q14145 | AID 504523 | inhibition, % at 9.4 µM | Keap1 Kelch-Nrf2 peptide fluorescence polarization, 1536-well; in the data active = inhibition above about 12%;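 note: human Keap1 Kelch domain with fluorescein labeled Nrf2 9mer peptide probe; 0% = neutral control wells and 100% = peptide positive control; higher means more block of Keap1 binding to Nrf2 peptide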
# Pemphigus Ab inh = human desmoglein-3 autoantibody binding inhibition; P32926; DSG3-coupled beads, scFv-anti-DSG3-GFP binding, flow cytometry; hits give low values; binding (percent of control), % at 10 µM; hit rate 0.48% among 310,000; AID 588358;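 active = binding more than 3 SD below its plate's average and above zero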;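 note: hits lower antibody fragment binding to DSG3; some compounds called inactive have numbers as strong as hits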
# DAGLB inhibitor = diacylglycerol lipase beta (human) inhibition; inhibition, % at 5.17 µM; hit rate 0.059% among 340,000; HEK293T DAGLB membrane lysate, EnzChek fluorogenic substrate; in the data active = inhibition above about 34%;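 note: 0% = enzyme with vehicle and 100% = wells lacking enzyme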
# RTF Ca sens inh = cardiac RTF calcium desensitization; P19429+P45379; IANBD-labeled cardiac RTF, Ca2+ fluorescence; inhibition, % at 7.15 µM; hit rate 0.12% among 340,000; AID 493244;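 active = inhibition above the mean inhibition of all tested compounds plus 3 SD, cut at about 17% in these data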;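 note: assay run at fixed EC70 calcium of 1.6 mM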
# V-ATPase pHluor = regulators of yeast V-ATPase proton transport; response, % at 10 µM; AID 504577; S. cerevisiae, pHLuorin cytosolic pH fluorescence; hit rate 0.37% among 350,000; in the data active = response mostly above about 7.3%, no sharp cut-off; inactive = mostly below about 5.4%; note: actives read high; inactives centre near 0; some compounds called inactive have numbers as strong as hits; reference of the scale not given here
# An asterisk follows results filed as active; . = not tested or not shown.
SMILES,CAL PDZ FP-1,Arrestin-AP2 inh,C-LANA FP,CAL PDZ FP-2,NSD2 HMT inh,Keap1 Nrf2 FP,Pemphigus Ab inh,DAGLB inhibitor,RTF Ca sens inh,V-ATPase pHluor
Nn1c(SCC(=O)NC2CCS(=O)(=O)C2)nc2scc(-c3ccccc3)c2c1=O (stereo not given),-1.3,-7,-1.6,.,-4,-4,102,-1,-3,1
Cc1ccc(C(=O)Nc2cc(C)nn2CCC#N)cc1,-2.9,24,-1.5,-1,-5,3,111,1,3,0
Cc1nn(-c2ccccc2)cc1/C=N/NC(N)=S,.,14,.,.,-1,.,105,.,.,-1
CCOc1ccccc1NC(=O)CSc1nnc(C2CC2)n1CC,-1.4,1,-2.5,-3,-6,-7,83,-3,-20,-1
COc1ccccc1NC(=O)COC(=O)c1ccccc1SCC(=O)N1CCCC1,-1.5,18,1.7,-2,7,-8,109,-1,3,1
Nc1nc(=S)[nH]c2c1C1(CCCC1)Cc1ccccc1-2,-1.3,7,-0.5,.,-3,-2,88,-1,-1,1
CC(=O)c1ccc(S(=O)(=O)NC2CC(=O)N(c3ccc(Cl)cc3)C2)cc1 (stereo not given),-2.4,13,-1.1,-3,-1,-4,101,2,-4,0
Cc1ccc(NC(=O)CN2CCCC2)c2c1CC(C)(C)O2,-1.2,-4,0.2,-4,3,2,102,1,-1,-1
O=C(O)c1cc(S(=O)(=O)NC(CO)C(O)c2ccc([N+](=O)[O-])cc2)ccc1Br (stereo not given),-0.3,-3,-1.1,2,-1,-4,115,-1,-18,0
COc1cccc(C(=O)c2c(C)c(CCC#N)n3ccccc23)c1OC,-0.2,17,-1.2,-2,5,-2,97,2,-4,-4
CCOc1ccc(C(=O)CN2CCN(S(=O)(=O)c3ccc(OC)cc3)CC2)cc1,-1.4,-11,1.2,.,0,-7,.,-1,1,-9
CCOc1c2ccc(C(=O)NCc3ccc(C(F)(F)F)cc3C(F)(F)F)cc2nn1C,-1.2,24,2.0,-2,.,-1,108,-5,-17,-1
Cc1ccc(F)cc1CNC(=O)C1CCC(=O)N(CC2CCCCC2)C1 (stereo not given),0.0,8,-0.6,.,-6,-7,105,2,-7,-1
COc1ccccc1NC(=O)N1CCC(C(=O)c2ccc(Cl)cc2)CC1,-1.6,-9,-0.8,-2,3,-3,.,-2,-16,2
CCOc1ccc(NC(=O)N2CCN(S(C)(=O)=O)CC2)cc1,-0.6,24,0.2,4,-4,-2,101,1,3,0
O=C(c1cccc(NC2=NC3CS(=O)(=O)CC3S2)c1)N1CCN(c2ncccn2)CC1 (stereo not given),-1.4,-3,0.9,-4,.,-1,100,2,-5,-1
CC1=NOC2(C1)N(C)c1ccccc1C2(C)C (stereo not given),-1.2,-8,1.4,.,-4,2,102,-4,-3,-2
O=S(=O)(NCCCCNS(=O)(=O)c1ccc(F)cc1)c1ccc(F)cc1,-0.9,27,0.5,.,.,2,109,-1,3,-2
CC(C)c1ccc(NC(=O)CCNC(=O)Cn2cnc3ccccc3c2=O)cc1,-2.5,15,0.0,-3,0,-3,110,0,-12,0
O=C(OCc1cc(Cl)ccc1OC(F)F)c1cccnc1,-0.7,8,-0.4,-4,4,0,123,-2,-12,0

# Some values from the list:
# Under CAL PDZ FP-1, Cc1ccc(C(=O)Nc2cc(C)nn2CCC#N)cc1 is entered as -2.9
# Under DAGLB inhibitor, COc1cccc(C(=O)c2c(C)c(CCC#N)n3ccccc23)c1OC is entered as 2
# Under RTF Ca sens inh, CCOc1c2ccc(C(=O)NCc3ccc(C(F)(F)F)cc3C(F)(F)F)cc2nn1C is entered as -17
# Under DAGLB inhibitor, CC1=NOC2(C1)N(C)c1ccccc1C2(C)C (stereo not given) is entered as -4
# Under RTF Ca sens inh, COc1ccccc1NC(=O)COC(=O)c1ccccc1SCC(=O)N1CCCC1 is entered as 3

# Remaining list, next part:
SMILES,CAL PDZ FP-1,Arrestin-AP2 inh,C-LANA FP,CAL PDZ FP-2,NSD2 HMT inh,Keap1 Nrf2 FP,Pemphigus Ab inh,DAGLB inhibitor,RTF Ca sens inh,V-ATPase pHluor
CCOc1cccc(C(=O)Nc2cccnc2)c1,-0.2,-4,1.1,-1,-2,-8,108,0,1,3
CCOc1ccc(CCN2C(=S)N([C@@H](CC(C)C)CN3CCCC3CN3C(=S)NC[C@@H]3Cc3ccc(O)cc3)C[C@@H]2CC(C)C)cc1 (stereo not given in full),0.1,-5,-0.5,-3,.,-5,105,-9,-11,-2
COc1ccccc1CNS(=O)(=O)c1ccc(-c2cc(C)no2)cc1,-2.1,23,-0.4,-2,.,-1,104,-5,1,2
COc1ccc(OC)c(C2C(C(C)=O)=C(O)C(=O)N2CCC(=O)O)c1 (stereo not given),-2.7,14,0.3,-3,-2,-3,80,2,0,-2
O=C(Cn1cccc1C(=O)c1ccccc1)NCc1ccc(F)cc1,-0.8,-5,0.1,.,-3,2,.,-1,7,4
O=C(CN1C(=O)c2ccccc2S1(=O)=O)c1ccc2c(c1)OCCO2,-0.4,-8,0.6,.,0,-4,111,-3,-9,-1
Cc1oc(-c2ccccc2)cc1C(=O)Nc1cccc2ccccc12,-1.8,-1,1.6,0,-4,-2,107,-3,7,2
COc1ccc(-c2nnn(CC(=O)N3CCOCC3)n2)cc1,.,9,-0.7,-6,-2,2,102,-2,-6,-2
c1csc(-c2cnc3n2CCCC3)c1,-2.6,1,1.4,0,4,1,105,-1,-12,-3
Cc1nn(CCCC(=O)N2CCN(c3ccc(F)cc3)CC2)c(C)c1[N+](=O)[O-],-1.7,-10,-0.5,-4,0,5,100,0,-7,8
COc1ccc(-c2cc3onc(-c4c(Cl)cccc4Cl)c3c(=O)n2C)cc1,-0.8,29,-1.6,5,.,-1,101,-6,2,3
O=[N+]([O-])c1ccc(Cl)c2cccnc12,-1.7,18,-1.6,-2,-2,-6,97,0,1,-1
O=S(=O)(c1ccc(Cl)cc1)N1CCCCCC1,0.2,48,-0.6,-3,-2,-2,100,-4,-2,-5
O=C(Nc1ccccc1)NC1CCS(=O)(=O)C1 (stereo not given),0.5,13,3.1,-1,-1,2,113,3,1,-5
CCCCc1n[nH]c(=S)n1Cc1ccc(C)cc1,-2.8,-4,-0.5,-15,.,-6,86,2,0,2
CC(NC(=O)C(=O)NCC1CCCO1)c1ccccc1 (stereo not given),-0.2,15,-1.4,0,-3,-1,93,2,0,3
COc1ccc(N2CCN(CC(=O)N3N=CCC3c3ccccc3)CC2)cc1 (stereo not given),-2.5,26,0.2,-2,0,-3,83,-3,6,-2
CCN1CCc2c(sc(NC(=O)c3cc4ccccc4cc3OC)c2C(N)=O)C1,-1.9,-10,-2.3,3,1,-3,.,2,-6,4
COC(=O)c1cc(Br)c(=O)n(-c2cccc(F)c2)c1,-0.6,-2,0.5,-5,2,-7,107,0,-11,2
Cc1cn(CC(=O)N2CCN(c3ccccn3)CC2)c(=O)[nH]c1=O,-1.1,-6,-1.0,1,.,0,92,-2,-2,2
Cc1sc2nc(CSCC(=O)Nc3c(Cl)cccc3Cl)[nH]c(=O)c2c1C,-0.1,1,0.9,-1,6,-7,.,3,-26,2
Cc1ccc2oc(=O)c3cc(C(=O)NCCN4CCN(C)CC4)sc3c2c1,-2.2,-8,-0.3,.,.,3,102,4,4,-3
CC1C(=O)N2CCCc3cc(NC(=O)C4CC4)cc1c32 (stereo not given),-1.0,-7,0.2,-1,3,0,.,2,-1,2
CC1Cc2cc(/C(O)=C3/C(=O)C(=O)N(CCN4CCOCC4)C3c3ccc([N+](=O)[O-])cc3)ccc2O1 (stereo not given),-1.3,-2,0.3,2,2,-2,111,0,7,-2
Cc1ccc(C(=O)NN(C)c2nc3ccccc3nc2C(F)(F)F)cc1,-1.3,-15,0.0,2,.,4,104,-4,-4,-1
Cc1cccc(NC(=O)CSCC(=O)Nc2cc(Cl)ccc2N2CCOCC2)c1,-2.8,3,0.5,-2,-1,4,.,1,-7,-5
CCCC1(C)NC(=O)c2ccccc2O1 (stereo not given),-0.4,3,-1.1,-4,-3,-7,107,1,8,3
COc1cccc(-n2c(C)nc3c(cnn3-c3ccc(Cl)cc3)c2=O)c1,-0.4,6,1.2,-4,0,1,104,-2,0,0

# Among those listed so far, these contain a CF3 group.
SMILES,CAL PDZ FP-1,Arrestin-AP2 inh,C-LANA FP,CAL PDZ FP-2,NSD2 HMT inh,Keap1 Nrf2 FP,Pemphigus Ab inh,DAGLB inhibitor,RTF Ca sens inh,V-ATPase pHluor
CCOc1c2ccc(C(=O)NCc3ccc(C(F)(F)F)cc3C(F)(F)F)cc2nn1C,-1.2,24,2.0,-2,.,-1,108,-5,-17,-1
Cc1ccc(C(=O)NN(C)c2nc3ccccc3nc2C(F)(F)F)cc1,-1.3,-15,0.0,2,.,4,104,-4,-4,-1

# An excerpt (hit frequency here may not be typical).
